Compound activity from PubChem.
EPAC2 agonist: activates human EPAC2 exchange factor. Q8WZA2. EPAC2 activation, biochemical qHTS; response scale: 100% = 6.5 mM cAMP response. Potency, µM (titrated, usually from 154 µM), without a hit: at the highest dose activation, most hits filed as activators. 360,000 compounds, 0.079% hits. AID 720711; also: potency is read from the fitted curve at half-maximal effect; nearly all actives have a fitted effect of over 50% in size
Target sequence (Q8WZA2 whole entry, looked up): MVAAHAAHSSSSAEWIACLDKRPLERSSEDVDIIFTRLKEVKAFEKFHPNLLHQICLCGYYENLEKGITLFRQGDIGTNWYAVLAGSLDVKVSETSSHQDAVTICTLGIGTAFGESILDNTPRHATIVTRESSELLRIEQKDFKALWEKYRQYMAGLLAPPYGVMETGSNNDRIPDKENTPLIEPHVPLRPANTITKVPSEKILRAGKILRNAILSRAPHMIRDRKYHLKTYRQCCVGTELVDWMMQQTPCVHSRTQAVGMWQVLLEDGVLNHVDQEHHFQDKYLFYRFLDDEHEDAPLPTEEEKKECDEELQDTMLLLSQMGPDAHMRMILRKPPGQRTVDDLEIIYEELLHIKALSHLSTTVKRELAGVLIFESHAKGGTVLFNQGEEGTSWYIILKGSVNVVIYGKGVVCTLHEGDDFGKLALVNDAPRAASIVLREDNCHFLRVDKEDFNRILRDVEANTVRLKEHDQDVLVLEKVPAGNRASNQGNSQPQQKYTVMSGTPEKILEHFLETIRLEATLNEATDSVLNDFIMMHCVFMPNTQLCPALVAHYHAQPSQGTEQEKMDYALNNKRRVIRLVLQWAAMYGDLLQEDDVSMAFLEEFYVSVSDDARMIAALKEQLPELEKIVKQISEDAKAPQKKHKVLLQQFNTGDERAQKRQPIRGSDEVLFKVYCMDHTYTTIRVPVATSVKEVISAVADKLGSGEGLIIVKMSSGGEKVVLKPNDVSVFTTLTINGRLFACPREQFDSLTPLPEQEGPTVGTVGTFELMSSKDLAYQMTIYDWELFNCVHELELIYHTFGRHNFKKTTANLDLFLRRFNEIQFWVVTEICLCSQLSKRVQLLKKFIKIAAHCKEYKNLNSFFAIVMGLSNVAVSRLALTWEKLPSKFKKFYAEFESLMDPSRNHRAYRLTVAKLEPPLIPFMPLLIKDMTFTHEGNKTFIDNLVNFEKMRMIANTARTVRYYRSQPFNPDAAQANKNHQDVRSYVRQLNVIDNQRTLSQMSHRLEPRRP
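Compounds were titrated in qHTS against a Rap1B-BODIPY-GDP (250 nM) complex with EPAC2 (100 nM) and GDP (50 uM). BODIPY-GDP release tracked at 480/540 nm over 30 min at room temperature, normalized to 6.5 mM cAMP.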
Mm-Cpn inhibitor: blocks the Methanococcus maripaludis chaperonin Mm-Cpn | AID 504842 | 330,000 compounds, 0.031% hits | Potency, µM (titrated, usually from 76.9 µM), without a hit: at the highest dose activity, negative = inhibition, most hits filed as inhibitors | purified Mm-Cpn ATPase, ADP Transcreener TR-FRET; also: potency is read from the fitted curve at half-maximal effect; % is scaled to controls: 0 for no effect and ±100 for the full control effect; nearly all actives have a fitted effect of over 80% in size
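Reaction buffer contained 30 mM Tris pH 7.4, 100 mM KCl, 5 mM MgCl2 and 1 mM DTT. Mm-CPN (25 nM final) hydrolysed 10 uM ATP over 30 min at 37°C; ADP was read by HTRF.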
EPAC2 antagonist: EPAC2 (human) antagonism; Potency, µM (highest dose often 114 µM), for the others: at the highest dose activity, negative = inhibition, most hits filed as inhibitors; AID 720708; EPAC2 GEF exchange of Rap1B-BODIPY-GDP, fluorescence; 360,000 compounds, 0.18% hits; also: potency is read from the fitted curve at half-maximal effect; % is scaled to controls: 0 for no effect and ±100 for the full control effect; nearly all actives have a fitted effect of over 45% in size; many of its hits are not listed in these tables
pAkt inh: inhibitors of Akt phosphorylation; Neuro2A IGF-stimulated pAkt S473 HTRF, 20 min; active compounds read low; activity change, % for hits at 50 µM; 360,000 compounds, 0.32% hits; AID 651550; in the data active = activity change below about -80%; inconclusive = mostly about -51% to -80%; also: % is scaled to controls: 0 for no effect and ±100 for the full control effect
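Single-point screen (50 µM final compound) in Neuro2A cells stimulated 20 min with 6 nM IGF at 37 deg C. After lysis, Ser473-phosphorylated Akt read by HTRF (ex 330 nm, em 615/665 nm) as the 665/615 ratio.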
Nrf2 activator: Nrf2 pathway activation; AREc32 ARE-luciferase reporter (MCF7-derived line), luminescence, 24 h; Potency, µM (series often up to 46.1 µM), for the others: at the top dose activation, usual class: activators; 410,000 compounds, 0.31% hits; also: potency is read from the fitted curve at half-maximal effect; % of control where 0% means no effect; nearly all actives have a fitted effect of over 65% in size
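AREc32 cells carrying an ARE-driven firefly luciferase, 1000 cells/well in OPTI-MEM with 5% FBS, dosed after overnight attachment and incubated 24 hr at 37 deg C. Steady-Glo luminescence read after 30 min at RT.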
A549 tox: A549 cytotoxicity, counter-screen for Nrf2 inhibitors | 390,000 compounds, 0.16% hits | A549 ARE-Fluc cells, CellTiter-Fluor viability, 18-24 h | Potency, µM (doses to about 46 µM), without a hit: top-dose activity change, negative = cytotoxicity, actives largely listed as inhibitors; also: potency is read from the fitted curve at half-maximal effect; % is scaled to controls: 0 for no effect and ±100 for the full control effect
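Cytotoxicity counterscreen: CellTiter-Fluor fluorescence was measured in A549 ARE_Fluc cells after 18-24 h of compound exposure in a concentration series. The subsequent BugLite luminescent read reports ARE-luciferase activity.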
Nrf2 inh: blocks Nrf2 signaling. A549 ARE-Fluc reporter, luciferase luminescence, 18-24 h. Potency, µM (doses to about 46 µM), inactives show at the highest dose activity change, negative = inhibition, usual class: inhibitors. 360,000 compounds, 2.1% hits; also: potency is read from the fitted curve at half-maximal effect; % is scaled to controls: 0 for no effect and ±100 for the full control effect; nearly all actives have a fitted effect of over 60% in size
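A549 ARE_Fluc cells, 5000/well, 5% FBS OPTI-MEM; compounds in dose-response, 18-24 h at 37 °C/5% CO2; CellTiter-Fluor viability read (Ex 405/Em 525), then BugLite luciferase luminescence = Nrf2 activity.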
CCT modulator: cytosolic chaperonin activity modulation; AID 651819; 360,000 compounds, 0.3% hits; purified chaperonin ATPase assay, HTRF ADP detection, 30 min; activity change, % (concentration not given with the values), hits read low; in the data active = activity change below about -30%; also: % is scaled to controls: 0 for no effect and ±100 for the full control effect
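TRiC (40 or 20 nM final, by batch activity) in 30 mM Tris pH 7.4, 100 mM KCl, 5 mM MgCl2, 1 mM DTT was treated with compound at 76 uM single dose, then 10 uM ATP, 30 min at 37 °C. ADP was read by HTRF Transcreener.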
TGFb SMAD3 inh: TGF-b pathway inhibition; HepG2 CAGA-GFP TGF-b/SMAD3 reporter, GFP fluorescence, 18 h; TGF-beta stimulated, 500 pg/mL final; AID 588855; 410,000 compounds, 1.2% hits; Potency, µM (top dose mostly 46.1 µM), inactives show at the top dose activity, negative = inhibition, actives largely listed as inhibitors; also: potency is read from the fitted curve at half-maximal effect; % is scaled to controls: 0 for no effect and ±100 for the full control effect; nearly all actives have a fitted effect of over 65% in size
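Smad-responsive CAGA-GFP expression was quantified in HEPG2 cells exposed to compounds and 500 pg/mL final TGF-beta for 18 h at 37 degrees C; unstimulated wells defined full inhibition.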
* marks the source's active call; other numbers are inactive results; i = inactive; ? = inconclusive; . = not tested or not shown; & = joins results of further samples; [ ] = remark or other dose. Unless noted, calls follow the shape of the dose curve; as a rule, active = well fitted curve in the direction sought with a large enough effect; inconclusive = small, poorly fitted or top-dose-only effect, or another doubt; inactive = no such curve, though single readings can be large; an effect the other way counts as inactive or inconclusive. Some of the compounds tested (hit frequency here may not be typical).

(1) COc1ccc(-n2c(O)c(/C=N/NS(=O)(=O)c3ccc(C)cc3)c3ccccc3c2=O)cc1OC
(2) CC(=O)Nc1ccc(NC(=O)CCN2C(=O)C3CC=CCC3C2=O)cc1 (stereo not drawn)
(3) O=C(NCc1ccncc1)C(F)(F)C(F)(F)C(=O)NCc1ccncc1
(4) O=C(N/N=C\c1ccc([N+](=O)[O-])s1)c1cncc(Br)c1
(5) CCc1ccc(NC(=O)C(C)Sc2ccc(S(=O)(=O)N3CCN(C)CC3)cn2)cc1 (stereo not drawn)
assay / entry	1	2	3	4	5
EPAC2 agonist	13%	-1%	2%	10%	0%
Mm-Cpn inhibitor	-5%	0%	-1%	-1%	2%
EPAC2 antagonist	12%	3%	15%	4%	0%
pAkt inh	i	i	i	i	i
Nrf2 activator	0.6%	0.1%	-0.2%	-0.5%	0.8%
A549 tox	-12%	0%	5%	23µM*	-1%
Nrf2 inh	?	16%	4%	16µM*	2%
CCT modulator	1.0	-0.4	-1.6	-1.9	1.2
TGFb SMAD3 inh	143%[activator]	-2%	-6%	6.3µM*	?

(6) O=C(CCCN1C(=O)/C(=C\c2cccs2)SC1=S)Nc1ccc(C(=O)O)cc1
(7) O=C(CCS(=O)(=O)c1ccc(Cl)cc1)Nc1nc(-c2ccncc2)cs1
(8) Cc1cc(=O)[nH]c(SCC(=O)N2CC3(C)CC2CC(C)(C)C3)n1 (stereo not drawn)
(9) COc1cccc(/C=N/NC(=S)Nc2cccnc2)c1
(10) COc1ccc(C(=O)Nn2c(SCC(=O)NCc3ccco3)nc3ccccc3c2=O)cc1
assay / entry	6	7	8	9	10
EPAC2 agonist	2%	11%	3%	-3%	-3%
Mm-Cpn inhibitor	-4%	-6%	0%	0%	1%
EPAC2 antagonist	-8%	-1%	-1%	-6%	3%
pAkt inh	i	i	i	i	i
Nrf2 activator	2.0%	11µM*	0.6%	7.1%	-2.9%
A549 tox	7%	2%	3%	1%	1%
Nrf2 inh	-6%	5%	2%	9%	?
CCT modulator	-1.6	1.3	-1.5	-4.5	0.7
TGFb SMAD3 inh	-5%	-27%	-5%	-15%	-1%

(11) COc1cc(/C=C2/C(=O)NN(c3ccc(Cl)c(Cl)c3)C2=O)cc([N+](=O)[O-])c1O
(12) CN1CCN(C(=S)c2ccc(Br)cc2)CC1
(13) Cc1ccc(NC(=O)CN(C)Cc2cc(=O)n3ccsc3n2)cc1
(14) Cc1cc(=O)[nH]c(SCC(=O)NCCC2=CCCCC2)n1
(15) O=C(c1cccc(F)c1)N1CCCC(C(=O)N2CCCC2)C1 (stereo not drawn)
assay / entry	11	12	13	14	15
EPAC2 agonist	-4%	6%	5%	6%	6%
Mm-Cpn inhibitor	1%	3%	-1%	-1%	-14%
EPAC2 antagonist	-26%	0%	2%	11%	2%
pAkt inh	i	i	i	i	i
Nrf2 activator	0.4%	0.4%	-0.6%	-0.5%	-0.5%
A549 tox	?	2%	3%	5%	-1%
Nrf2 inh	-16%	7%	2%	2%	-20%
CCT modulator	-1.4	-1.9	-4.5	-0.1	-6.3
TGFb SMAD3 inh	-8%	?	3%	5%	-3%

(16) CC(C)OCCCNC(=O)C1CCN(S(=O)(=O)c2ccc3nc4c(c(C(=O)O)c3c2)CCCCC4)CC1
(17) CCCC(=O)Nc1cccc2c1CCCC2
(18) COCCNC(=O)/C=C/c1c(Cl)cccc1Cl
(19) CC(=O)Oc1ccccc1N(C(C)=O)S(=O)(=O)c1ccc2ccccc2c1
(20) CC(C)(C)c1ccc(NC(=O)c2ccsc2)cc1
assay / entry	16	17	18	19	20
EPAC2 agonist	5%	7%	-9%	15%	12%
Mm-Cpn inhibitor	-3%	1%	1%	1%	3%
EPAC2 antagonist	3%	-2%	-3%	-2%	-7%
pAkt inh	i	i	i	i	i
Nrf2 activator	-1.1%	0.3%	0.1%	0.6%	11%
A549 tox	-1%	3%	9%	13%	-6%
Nrf2 inh	2%	11%	-5%	-1%	?
CCT modulator	1.3	-0.2	-1.1	-1.4	0.6
TGFb SMAD3 inh	8%	10%	8%	-12%	0%

Pulled by structure from the list above:
(17) CCCC(=O)Nc1cccc2c1CCCC2
(19) CC(=O)Oc1ccccc1N(C(C)=O)S(=O)(=O)c1ccc2ccccc2c1
(20) CC(C)(C)c1ccc(NC(=O)c2ccsc2)cc1
assay / entry	17	19	20
EPAC2 agonist	7%	15%	12%
Mm-Cpn inhibitor	1%	1%	3%
EPAC2 antagonist	-2%	-2%	-7%
pAkt inh	i	i	i
Nrf2 activator	0.3%	0.6%	11%
A549 tox	3%	13%	-6%
Nrf2 inh	11%	-1%	?
CCT modulator	-0.2	-1.4	0.6
TGFb SMAD3 inh	10%	-12%	0%

The listing continues:
(21) COc1ccc(CNC(=O)CSc2nnc3nc(C)cc(C)n23)cc1OC
(22) Cn1c(=O)n(Cc2ccccc2F)c(=O)c2c1nc1n2CCN1Cc1ccco1
(23) CCOC(=O)c1sc(NC(=O)c2ccc(S(=O)(=O)N3CCOCC3)cc2)nc1-c1ccccc1
(24) CCCn1c2ccc(F)cc2c2nnc(SCCN3CCCCC3)nc21
(25) CCCCN(C(=O)NC(=O)Nc1cccc(C)c1C)S(C)(=O)=O
assay / entry	21	22	23	24	25
EPAC2 agonist	-5%	-9%	14%	10%	7%
Mm-Cpn inhibitor	1%	0%	-29%	0%	-3%
EPAC2 antagonist	-8%	14%	-4%[57.1 µM]	0%	-13%
pAkt inh	i	i	i	i	i
Nrf2 activator	-1.0%	29%	0.5%	1.9%&4.8%	-0.1%
A549 tox	-1%	-1%	-6%	-8%&-8%	-1%
Nrf2 inh	5%	-13%	21µM*	3%&-17%	-22%
CCT modulator	-2.3	3.8	2.5	-2.3	-6.3
TGFb SMAD3 inh	20%	-1%	-4%	7%&16%	-16%

(26) CCOc1cc(C(=S)N2CCOCC2)ccc1OS(=O)(=O)c1ccc(C)cc1
(27) COC(=O)c1ccccc1NC(=O)CN(C)S(=O)(=O)c1ccc(OC)cc1
(28) O=C(NCc1nc2ccccc2[nH]1)C1=C[C@H](C2CCCCC2)C[C@H](OCCCCO)O1
(29) COc1ccc(C(=O)N=c2sccn2C)cc1
(30) O=C(Nn1c(SCc2ccc(F)cc2)nc2ccsc2c1=O)c1ccccc1
assay / entry	26	27	28	29	30
EPAC2 agonist	6%	14%	8%	-8%	12%
Mm-Cpn inhibitor	-1%	0%	.	1%	1%
EPAC2 antagonist	-18%	2%	1%	2%	0%
pAkt inh	i	i	i	i	i
Nrf2 activator	0.1%	-0.6%	-0.4%	0.5%	24%
A549 tox	-1%	-1%	-4%	-4%	-12%
Nrf2 inh	-25%	?	-22%	?	4%
CCT modulator	-0.7	-2.6	-0.9	-0.7	-2.4
TGFb SMAD3 inh	-14%	-14%	-12%	-2%	11µM*

(31) COc1ccc(NC(=O)CS(=O)(=O)c2ccccc2Cl)cc1
(32) COCCCNC(=O)C[C@H]1C[C@H](C(=O)N2CCOCC2)[C@@]2(CCC3CCCC3)c3[nH]c4ccc(Cl)cc4c3CCN2C1=O
(33) COc1ccc(NC(=O)C2C3C=CC(O3)C2C(=O)O)cc1 (stereo not drawn)
(34) Cc1ccc(C(=O)N/N=C/C=C/c2ccccc2)o1
(35) COCCNC(=O)C(c1ccncc1)N(C(=O)c1sc(C)nc1C)c1cccc(C)c1 (stereo not drawn)
assay / entry	31	32	33	34	35
EPAC2 agonist	6%	-6%	4%	-2%	11%
Mm-Cpn inhibitor	2%	-3%	1%	0%	-3%
EPAC2 antagonist	-5%	?	-3%	5%	7%
pAkt inh	i	i	i	i	i
Nrf2 activator	0.3%	0.0%	2.9%	3.0%	-0.1%
A549 tox	-4%	-8%	10%	-6%	6%
Nrf2 inh	24%	-16%	3%	2%	7%
CCT modulator	1.6	-1.7	-2.5	2.1	2.6
TGFb SMAD3 inh	12%	-3%	2%	-16%	-8%

(36) Cc1ccc(CNC(=O)C(=O)NCC2OCCN2C(=O)c2ccc3c(c2)OCO3)cc1 (stereo not drawn)
(37) CCOc1ccc(NC(=O)c2cn3c4c(ccc(Cl)c4c2=O)OC(C)C3)cc1 (stereo not drawn)
(38) Cc1onc(-c2ccc(Cl)cc2Cl)c1C(=O)/C=C/N(C)C
(39) O=C(CSc1nccc(-c2ccc(Br)cc2)n1)NCCc1ccccc1
(40) NC(=O)c1cnn(-c2cc(Oc3ccccc3)ncn2)c1N
assay / entry	36	37	38	39	40
EPAC2 agonist	-2%	.	7%	0%	7%
Mm-Cpn inhibitor	1%	.	3%	1%	-4%
EPAC2 antagonist	0%	.	7%	-3%	3%
pAkt inh	i	.	i	i	i
Nrf2 activator	-0.4%	-0.7%	-1.2%	-0.7%	0.2%
A549 tox	8%	19%	0%	-2%	4%
Nrf2 inh	-6%	27%	-14%	?	?
CCT modulator	-1.4	.	-0.2	0.5	-0.5
TGFb SMAD3 inh	-3%	2%	-6%	-20%	5%

(41) CCOc1ccc(S(=O)(=O)N(CC(=O)NCCSc2ccc(C)cc2)c2ccccc2)cc1
(42) CCOC(=O)Nc1ccc(S(=O)(=O)Nc2cc(C)nc(C)n2)cc1
(43) O=C(NN1c2ccccc2CCc2ccccc21)c1ccccc1Br
(44) O=C(CN1C(=O)c2cccc3cccc1c23)N1CCN(Cc2ccc3c(c2)OCO3)CC1
assay / entry	41	42	43	44
EPAC2 agonist	.	9%	-6%	4%
Mm-Cpn inhibitor	.	-1%	1%	-5%
EPAC2 antagonist	.	-2%	-3%	5%
pAkt inh	.	i	i	i
Nrf2 activator	-0.1%	-0.5%	0.5%	0.0%
A549 tox	9%	-8%	-18%	-6%
Nrf2 inh	16%	0%	?	.
CCT modulator	.	-3.7	-3.5	-1.9
TGFb SMAD3 inh	-4%	-2%	-7%	?
